DAX1 inh-1 – inhibitors of human orphan nuclear receptor DAX1 (NR0B1); P51843; HEK293 Gal4-DAX1 luciferase reporter, luminescence; inhibition, % at 6.75 µM; hit rate 0.99% among 340,000; AID 504766;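 active = inhibition above the mean over all tested compounds plus 3 SD, cut at about 4.2% in these data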;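 also: 0% = DAX1-transfected cells with DMSO and 100% = empty-vector control cells with DMSO; inhibition shows as a rise in luminescence from relieved DAX1 repression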
Target sequence (P51843 207-470 limits assumed): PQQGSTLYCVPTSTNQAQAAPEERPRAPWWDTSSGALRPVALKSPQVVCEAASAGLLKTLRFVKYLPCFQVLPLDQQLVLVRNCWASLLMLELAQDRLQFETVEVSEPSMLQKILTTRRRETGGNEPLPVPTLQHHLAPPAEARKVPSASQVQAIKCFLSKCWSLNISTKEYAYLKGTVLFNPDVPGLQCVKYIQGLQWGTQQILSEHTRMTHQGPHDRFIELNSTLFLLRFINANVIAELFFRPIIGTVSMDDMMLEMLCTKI
NPR2 activator – GC-B (human) receptor activation. HEK293-GC-B cells, CNP EC30, cGMP TR-FRET; 0% at EC30 CNP, 100% saturating CNP. AID 1920062. hit rate 0.11% among 370,000. activation, % at 10 µM;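 active = activation at 10 µM reaching about 35% in either raw or pattern-adjusted values, limit read from the data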
GC-A act – GC-A (human) enzyme activation; P16066; HEK293 GC-A cells, cGMP TR-FRET, EC30 ANP; 0% at EC30 ANP, 100% saturating ANP; activation, % at 10 µM; hit rate 0.14% among 370,000; AID 1671463; in the data active = activation above about 40%
hgDAF12 agonist – agonists of H. glycines DAF-12 nuclear receptor | HEK293 GAL4-hgDAF12 UAS-luciferase reporter, agonist luminescence; normalized to butyrate control | activation, % at 6.8 µM | hit rate 1.8% among 370,000;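 active = activation above a cutoff set at the mean of all screened compounds plus 3 SD, cut at about 10% in these data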;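 also: 0% = DMSO wells and 100% = sodium butyrate wells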
hcDAF12 agonist – activators of H. contortus DAF-12 nuclear receptor | HEK293 hcDAF-12 lit1-tk-luc reporter, luminescence; 0% DMSO, 100% Δ7-dafachronic acid | hit rate 1.4% among 370,000 | activation, % at 6.8 µM | AID 652067;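 active = activation above the mean of all tested compounds plus 3 SD, cut at about 5.5% in these data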;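 also: 100% = response to 3 µM Δ7-dafachronic acid high control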
KLK7 zymogen act – proKLK7 (human) activation, primary screen; hit rate 0.9% among 370,000; AID 652039; activation, % at 7 µM; purified proKLK7, EDANS-DABCYL substrate fluorescence; 100% is mature enzyme control, 0% vehicle; P49862;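 active = activation above the mean of all tested compounds plus 3 SD, computed per campaign excluding outliers beyond control limits, cut at about 13% in these data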
Target sequence (P49862 whole entry, looked up): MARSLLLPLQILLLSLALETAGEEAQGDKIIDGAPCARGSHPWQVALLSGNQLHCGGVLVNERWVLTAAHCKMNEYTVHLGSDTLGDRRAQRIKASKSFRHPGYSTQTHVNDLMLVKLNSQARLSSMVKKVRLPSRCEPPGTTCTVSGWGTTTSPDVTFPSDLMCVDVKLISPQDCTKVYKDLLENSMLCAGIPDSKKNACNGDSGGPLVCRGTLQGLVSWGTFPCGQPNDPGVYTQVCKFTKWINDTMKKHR
DAX1 inh-2 – blocks DAX1 repression of SF-1 activated StAR promoter | inhibition, % at 6.8 µM | hit rate 1.1% among 370,000 | HEK293T StAR-luciferase reporter, SF-1/DAX-1 repression relief | AID 652010;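 active = inhibition above the mean over all tested compounds plus 3 SD, cut at about 3.6% in these data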;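 also: 0% = DAX-1 cells with DMSO and 100% = cells lacking DAX-1 with DMSO; higher inhibition means more luminescence from relief of DAX-1 repression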
GAA850 FXN act – activators of GAA850 frataxin (FXN) promoter | HEK293 lucGAA850 FXN promoter luciferase reporter, 24 h; percent of 10 µM SAHA response | activation, % at 6 µM | hit rate 0.56% among 360,000 | AID 540364;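 active = activation above the average of all compounds screened plus 3 SD, cutoff fixed separately per campaign, cut at about 7.5% in these data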;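 also: 0% = DMSO wells and 100% = 10 µM SAHA wells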
HGIII-sPLA2 inh – Blocks human group III sPLA2 activity | QFRET BODIPY PC-A2 liposome hydrolysis, fluorescence | AID 743126 | hit rate 0.56% among 370,000 | inhibition, % at 12.2 µM | Q9NZ20;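 active = inhibition above mean plus 3 SD of compounds lying within the high and low control bounds, cut at about 19% in these data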;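 also: 0% = median of test compound wells and 100% = no enzyme DMSO wells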
Target sequence (Q9NZ20 whole entry, looked up): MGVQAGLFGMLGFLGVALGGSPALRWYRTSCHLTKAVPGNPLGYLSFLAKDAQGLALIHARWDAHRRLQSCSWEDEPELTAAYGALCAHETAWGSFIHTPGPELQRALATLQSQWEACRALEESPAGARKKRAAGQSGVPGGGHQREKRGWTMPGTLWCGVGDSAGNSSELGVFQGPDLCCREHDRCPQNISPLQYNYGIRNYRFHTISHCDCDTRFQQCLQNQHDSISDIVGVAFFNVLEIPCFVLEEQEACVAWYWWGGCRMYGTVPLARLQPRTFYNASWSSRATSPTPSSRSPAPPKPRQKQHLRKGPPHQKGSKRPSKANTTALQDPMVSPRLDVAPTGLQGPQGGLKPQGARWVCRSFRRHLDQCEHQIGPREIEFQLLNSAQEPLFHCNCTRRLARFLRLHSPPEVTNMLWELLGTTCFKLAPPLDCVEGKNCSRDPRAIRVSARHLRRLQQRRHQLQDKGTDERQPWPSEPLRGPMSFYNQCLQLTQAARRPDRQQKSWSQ
SMARCA2 activ – activators of SMARCA2 function; MG213 cells, MMTV-luciferase reporter, dexamethasone, overnight; activation, % at 9.1 µM; hit rate 1% among 370,000; AID 652017; in the data active = activation above about 7.8%;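 also: 0% = vehicle wells and 100% = reference activator wells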
ssDAF-12 act – activators of S. stercoralis DAF-12 nuclear receptor; HEK293 ssDAF-12/GRIP1 lit1-tk-luc reporter, luminescence; % of 3 µM dafachronic acid response; activation, % at 6.8 µM; hit rate 1% among 370,000;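 active = activation above the mean over all tested compounds plus 3 SD, cut at about 0.9% in these data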;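 also: 0% = DMSO-only wells and 100% = 3 µM delta7-dafachronic acid wells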
* marks the source's active call; other numbers are inactive results.

COc1ccc(-c2nnn(CC(=O)N(C3CCCCC3)C(C)C(=O)NC3CCCC3)n2)cc1OC (stereo unspecified) was read as DAX1 inh-1 -0.4, NPR2 activator 0, GC-A act 1, hgDAF12 agonist -2.0, hcDAF12 agonist -0.3, KLK7 zymogen act 0.2, DAX1 inh-2 -0.1, GAA850 FXN act 1.2, HGIII-sPLA2 inh -5, SMARCA2 activ 0 and ssDAF-12 act -0.9.
For CC(=O)Oc1ccc(C(=O)Nc2cccc(NC(=O)c3ccco3)c2)cc1 the results were DAX1 inh-1 -0.7, NPR2 activator -4, GC-A act 5, hgDAF12 agonist -2.6, hcDAF12 agonist -0.6, KLK7 zymogen act -0.1, DAX1 inh-2 -0.1, GAA850 FXN act -1.3, HGIII-sPLA2 inh 3, SMARCA2 activ -2 and ssDAF-12 act -1.0.
`CCNC(=O)CN(c1ccc(Oc2ccccc2)cc1)S(=O)(=O)c1ccccc1` gave DAX1 inh-1 0.3, NPR2 activator 5, GC-A act -2, hgDAF12 agonist 0.3, hcDAF12 agonist -0.9, KLK7 zymogen act 0.1, DAX1 inh-2 -2.0, GAA850 FXN act 1.4, HGIII-sPLA2 inh -8, SMARCA2 activ -3 and ssDAF-12 act -0.8.
CCn1c(CSc2nc3ccccc3n2C)nc2ccccc21 was read as DAX1 inh-1 -0.1, NPR2 activator -7, GC-A act -8, hgDAF12 agonist -1.3, hcDAF12 agonist -1.4, KLK7 zymogen act 0.5, DAX1 inh-2 0.0, GAA850 FXN act 6.0, HGIII-sPLA2 inh -3, SMARCA2 activ 0 and ssDAF-12 act -1.4.
`Cc1ccc(S(=O)(=O)Nc2nc3n(n2)C(c2ccc(Cl)cc2)CC(=O)N3)cc1` (stereo unspecified) gave DAX1 inh-1 -0.2, NPR2 activator -1, GC-A act 3, hgDAF12 agonist -0.9, hcDAF12 agonist -1.3, KLK7 zymogen act -0.4, DAX1 inh-2 0.1, GAA850 FXN act 1.3, HGIII-sPLA2 inh 3, SMARCA2 activ 0 and ssDAF-12 act -0.9.
COCc1cc(CNC(=O)C2CCC(=O)N(Cc3ccccc3OC)C2)[nH]n1 (stereo unspecified) was read as DAX1 inh-1 0.6, NPR2 activator 0, GC-A act 2, hgDAF12 agonist 1.0, hcDAF12 agonist -1.2, KLK7 zymogen act -0.1, DAX1 inh-2 0.0, GAA850 FXN act 2.3, HGIII-sPLA2 inh 1, SMARCA2 activ 5 and ssDAF-12 act 0.2.
`Cc1ccc(S(=O)(=O)NCC2CCC(C(=O)NC3CCCCC3)CC2)cc1` (stereo unspecified) gave DAX1 inh-1 0.7, NPR2 activator 3, GC-A act -3, hgDAF12 agonist 0.1, hcDAF12 agonist -1.0, KLK7 zymogen act -0.2, DAX1 inh-2 -0.3, GAA850 FXN act 1.3, HGIII-sPLA2 inh -2, SMARCA2 activ 0 and ssDAF-12 act -0.6.
Screening CCOc1ccc(N2CC(C(=O)NNC(=O)c3ccc(F)cc3)CC2=O)cc1 (stereo unspecified) returned DAX1 inh-1 1.0, NPR2 activator -1, GC-A act 0, hgDAF12 agonist -2.9, hcDAF12 agonist 0.3, KLK7 zymogen act 0.3, DAX1 inh-2 0.4, GAA850 FXN act 0.6, HGIII-sPLA2 inh 6, SMARCA2 activ -2 and ssDAF-12 act -1.4.
CN(Cc1ccccc1)C(=O)COC(=O)CCC(=O)c1ccc(F)cc1 was read as DAX1 inh-1 1.3, NPR2 activator -1, GC-A act -1, hgDAF12 agonist 0.7, hcDAF12 agonist -0.2, KLK7 zymogen act 0.5, DAX1 inh-2 -0.1, GAA850 FXN act 1.0, HGIII-sPLA2 inh 1, SMARCA2 activ 8 and ssDAF-12 act -1.1.
C[N+](C)(CC#N)C/C=C\c1ccccc1 was read as DAX1 inh-1 1.6, NPR2 activator 7, GC-A act 2, hgDAF12 agonist -1.0, hcDAF12 agonist -1.4, KLK7 zymogen act -0.6, DAX1 inh-2 -0.5, GAA850 FXN act -0.6, HGIII-sPLA2 inh 8, SMARCA2 activ -1 and ssDAF-12 act -1.7.
Screening O=C1C(Cl)=C(NCC2CCCO2)C(=O)N1c1cccc(Cl)c1Cl (stereo unspecified) returned DAX1 inh-1 -0.7, NPR2 activator -2, GC-A act -1, hgDAF12 agonist 5.4, hcDAF12 agonist 0.6, KLK7 zymogen act -4.0, DAX1 inh-2 -1.1, GAA850 FXN act 0.6, HGIII-sPLA2 inh -8, SMARCA2 activ -1 and ssDAF-12 act -0.8.
`CC1(c2ccccc2)CC(c2ccccc2)=Nc2nonc2N1` (stereo unspecified) gave DAX1 inh-1 -0.3, NPR2 activator -8, GC-A act -9, hgDAF12 agonist -1.3, hcDAF12 agonist -1.0, KLK7 zymogen act -0.4, DAX1 inh-2 -0.3, GAA850 FXN act 0.0, HGIII-sPLA2 inh -10, SMARCA2 activ 1 and ssDAF-12 act -0.9.
Screening O=C(NC(=S)N1CCN(c2ccccc2)CC1)c1ccccc1 returned DAX1 inh-1 0.0, NPR2 activator 0, GC-A act 1, hgDAF12 agonist 0.5, hcDAF12 agonist -1.8, KLK7 zymogen act -0.2, DAX1 inh-2 -1.3, GAA850 FXN act 0.1, HGIII-sPLA2 inh 10, SMARCA2 activ -1 and ssDAF-12 act -1.4.
Screening Cc1ccc(NC(=O)c2ccc(CSc3nccc(C)n3)cc2)cc1 returned DAX1 inh-1 -2.2, NPR2 activator 6, GC-A act 0, hgDAF12 agonist 2.6, hcDAF12 agonist -0.9, KLK7 zymogen act 0.2, DAX1 inh-2 -1.1, GAA850 FXN act 0.4, HGIII-sPLA2 inh -13, SMARCA2 activ 3 and ssDAF-12 act -1.6.
Screening CCCc1nc2ccc([N+](=O)[O-])cc2[nH]1 returned DAX1 inh-1 -0.7, NPR2 activator 5, GC-A act 1, hgDAF12 agonist 4.9, hcDAF12 agonist -0.4, KLK7 zymogen act -0.7, DAX1 inh-2 0.1, GAA850 FXN act 2.8, HGIII-sPLA2 inh -1, SMARCA2 activ -3 and ssDAF-12 act -1.7.
O=C(Nc1cccc(S(=O)(=O)NC2=NCCC2)c1)C1CC(=O)N(c2ccc3c(c2)OCCO3)C1 (stereo unspecified) was read as DAX1 inh-1 -0.4, NPR2 activator -1, GC-A act -1, hgDAF12 agonist -0.1, hcDAF12 agonist -2.0, KLK7 zymogen act -0.1, DAX1 inh-2 -1.0, GAA850 FXN act -2.3, HGIII-sPLA2 inh -7, SMARCA2 activ -3 and ssDAF-12 act -1.6.
`CN(C)S(=O)(=O)c1cccc(C(=O)OCC(=O)NCc2ccccc2)c1` gave DAX1 inh-1 1.1, NPR2 activator -39, GC-A act -1, hgDAF12 agonist -1.4, hcDAF12 agonist -0.7, KLK7 zymogen act -0.1, DAX1 inh-2 -0.4, GAA850 FXN act 1.7, HGIII-sPLA2 inh 0, SMARCA2 activ 1 and ssDAF-12 act -1.6.
`CCCCn1c(N)c(N(CCOC)C(=O)c2oc3ccc(OCC)cc3c2C)c(=O)[nH]c1=O` gave DAX1 inh-1 0.5, NPR2 activator 3, GC-A act 0, hgDAF12 agonist -0.6, hcDAF12 agonist -0.9, KLK7 zymogen act 0.0, DAX1 inh-2 0.4, GAA850 FXN act 0.6, HGIII-sPLA2 inh -6, SMARCA2 activ -2 and ssDAF-12 act -0.8.
Screening CSc1nc(N)nc(SCC(=O)C23CC4CC(CC(C4)C2)C3)c1C#N returned DAX1 inh-1 -1.3, NPR2 activator 2, GC-A act 4, hgDAF12 agonist -4.0, hcDAF12 agonist -3.2, KLK7 zymogen act 0.5, DAX1 inh-2 -2.3, GAA850 FXN act 0.9, HGIII-sPLA2 inh -2, SMARCA2 activ -1 and ssDAF-12 act -1.3.
COC(=O)c1ccc(Cn2cnc3c(N)ncnc32)cc1 was read as DAX1 inh-1 2.3, NPR2 activator -2, GC-A act 2, hgDAF12 agonist 0.6, hcDAF12 agonist -0.1, KLK7 zymogen act 0.4, DAX1 inh-2 -0.8, GAA850 FXN act 3.5, HGIII-sPLA2 inh -2, SMARCA2 activ -1 and ssDAF-12 act -1.0.
O=c1c2ccccc2oc2ccccc12 was read as NPR2 activator -2, GC-A act -1, hgDAF12 agonist 2.0, hcDAF12 agonist -1.2, KLK7 zymogen act -1.1, DAX1 inh-2 0.6, GAA850 FXN act 0.8, HGIII-sPLA2 inh 0, SMARCA2 activ 6 and ssDAF-12 act -1.1.
Screening COc1cc(-c2csc(CCn3nc(C)cc3C)n2)cc(OC)c1OC returned DAX1 inh-1 2.6, NPR2 activator 2, GC-A act 0, hgDAF12 agonist -0.2, hcDAF12 agonist -0.3, KLK7 zymogen act -0.2, DAX1 inh-2 -0.7, GAA850 FXN act 0.0, HGIII-sPLA2 inh -6, SMARCA2 activ -2 and ssDAF-12 act -1.7.
For O=C(CN1C(=O)c2cccc3cccc1c23)NCc1ccccn1 the results were DAX1 inh-1 0.1, NPR2 activator 3, GC-A act -2, hgDAF12 agonist 3.9, hcDAF12 agonist -1.1, KLK7 zymogen act 7.9, DAX1 inh-2 -0.1, GAA850 FXN act -0.9, HGIII-sPLA2 inh -3, SMARCA2 activ 0 and ssDAF-12 act -0.9.
Screening CCCNC(=O)c1cc(C2CCCCN2C(=O)CCc2ccccc2)on1 (stereo unspecified) returned NPR2 activator 1, GC-A act 2, hgDAF12 agonist 0.1, hcDAF12 agonist -0.7, KLK7 zymogen act -0.3, DAX1 inh-2 -0.3, GAA850 FXN act 2.7, HGIII-sPLA2 inh 1, SMARCA2 activ -4 and ssDAF-12 act -0.8.
`COc1cccc(C(O)c2nc(-c3cccc(C(C)C)c3)cs2)c1` (stereo unspecified) gave NPR2 activator -5, GC-A act -1, hgDAF12 agonist -0.4, hcDAF12 agonist -1.0, KLK7 zymogen act -0.1, DAX1 inh-2 -0.9, GAA850 FXN act 1.8, HGIII-sPLA2 inh -18, SMARCA2 activ -3 and ssDAF-12 act -0.8.
For Cc1nc(SCC(=O)NCc2ccco2)c2oc3ccccc3c2n1 the results were DAX1 inh-1 -0.7, NPR2 activator -2, GC-A act 10, hgDAF12 agonist -2.6, hcDAF12 agonist -1.3, KLK7 zymogen act -0.3, DAX1 inh-2 -0.5, GAA850 FXN act 3.9, HGIII-sPLA2 inh -3, SMARCA2 activ 1 and ssDAF-12 act -1.1.

Screens: PubChem, several laboratories
